# ELG1 genotox: inducers of genotoxicity in HEK293T ELG1-luciferase cells; Potency, µM (titrated, usually from 46 µM), for the others: at the highest dose activity change, positive = activation, actives largely listed as activators; HEK293T ELG1-luciferase reporter, luminescence, 16 h; 1.3% of 330,000 active; AID 504466; also: potency is read from the fitted curve at half-maximal effect; % of control where 0% means no effect; nearly all actives have a fitted effect of over 60% in size
#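 Cells (2,000/well) expressing the ELG1-luciferase fusion are dosed by pin tool and kept 16 hr at 37 °C, 5% CO2. Signal comes from ONE-Glo luciferase reagent after 30 min at room temperature.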
# KCNH2 3.1 block: KCNH2 3.1 (human) potassium channel inhibition | U2OS KCNH2 3.1, thallium flux FluxOr; active compounds read low | activity change, % (tested at about 1.8 µM) | 0.95% of 340,000 active | AID 720553;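 active = maximum activity change below -70%; inconclusive = maximum activity change from -70% to -50%; inactive = maximum activity change above -50%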;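 also: thallium influx rate constant from kinetic fluorescence after stimulation buffer; % is scaled to controls: 0 for no effect and ±100 for the full control effect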
#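 We transduce U2OS cells with the mutant 3.1 virus, culture them overnight, load FluxOr with Red40 quencher for 45 min, then add stimulation buffer and read kinetically for 2 min to derive a normalized rate constant.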
# Rab9 prom act: activators of Rab9 promoter; 2.8% of 320,000 active; Potency, µM (top dose mostly 9.22 µM), for the others: top-dose activation, negative = inhibition, most hits filed as activators; Huh7 Rab9 promoter-luciferase reporter, luminescence, 24 h; also: potency is read from the fitted curve at half-maximal effect; % of control where 0% means no effect; nearly all actives have a fitted effect of over 60% in size
#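 Huh7 cells stably carrying a Rab9 promoter-luciferase reporter, 1500 cells per well in OP-MEM I with 10% FBS, treated with compound 24 hours at 37C. Luciferase activity read by luminescence after 10 minutes with Amplite reagent.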
# FLuc modulator: counter-screen for miR-21 project: firefly luciferase inhibitors or activators. Potency, µM (highest dose often 57.5 µM), inactives show at the highest dose activity change, negative = inhibition, most hits filed as inhibitors. 6.9% of 360,000 active. P08659. purified FLuc, Km substrates, luminescence inhibition;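 also: potency is read from the fitted curve at half-maximal effect; plate controls were vehicle for no effect and reference inhibitor for full effect; nearly all actives have a fitted effect of over 55% in size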
#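 Purified P. pyralis luciferase, 10 nM final, with Km-level 10 uM D-luciferin and 10 uM ATP in 50 mM Tris acetate pH 7.5, 10 mM Mg acetate, 0.01% Tween-20, 0.05% BSA; 6-point qHTS titration about 60 µM downward; luminescence read.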
# NPC1 promoter act: NPC1 promoter activation. Huh7 NPC1 promoter luciferase reporter, 24 h. 2.4% of 320,000 active. AID 485313. Potency, µM (titrated, usually from 9.22 µM), inactives show top-dose activation, actives largely listed as activators;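 also: potency is read from the fitted curve at half-maximal effect; % of control where 0% means no effect; nearly all actives have a fitted effect of over 60% in size; reporter is driven by a mutant NPC1 promoter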
#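 In 1536-well qHTS, Huh7 cells harboring an NPC1 promoter–luciferase construct received compound for 24 h; activation was quantified by luminescence following luciferase reagent addition.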
# Giardia killer: Giardia lamblia killing. Giardia lamblia trophozoite viability. activity change, % at 7.66 µM, hits read low. 0.15% of 340,000 active; in the data active = activity change below about -80%; inconclusive = between about -30% and that limit;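 also: parasites exposed to compound for two days anaerobically before the ATP read; % is scaled to controls: 0 for no effect and ±100 for the full control effect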
#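 Trophozoite viability was measured as ATP-dependent luminescence, read 15-30 min after reagent addition. Before that, parasites at 100 cells/well were exposed to compounds for 48 h, anaerobically, at 37 deg C.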
# FBPA coupling cs: inhibits coupling enzyme system, counter-screen for aldolase hits; coupling enzyme system counterscreen, AmpLite Red fluorescence; activity change, negative = inhibition, % at 58.2 µM, hits read low; 0.67% of 290,000 active; AID 2472; in the data active = activity change below about -30%; also: % is scaled to controls: 0 for no effect and ±100 for the full control effect
#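 Fluorescence at 525 nm excitation and 598 nm emission measured inhibition of the coupled detection system without aldolase. Compounds (at 57.5 uM final) were preincubated 10 min at room temperature with coupling enzyme reagent before a 20 min substrate/AmpLite Red step.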
# RORg inh: inhibitors of mouse ROR gamma transcriptional activity. P51450. Drosophila S2 Gal4-RORgamma UAS-luciferase reporter, 20 h. Potency, µM (top dose mostly 53.6 µM), inactives show top-dose activity change, negative = inhibition, actives largely listed as inhibitors. 5.4% of 310,000 active; also: potency is read from the fitted curve at half-maximal effect; % is scaled to controls: 0 for no effect and ±100 for the full control effect; nearly all actives have a fitted effect of over 60% in size
# Target sequence (P51450 whole entry, looked up, the tested form may be a part): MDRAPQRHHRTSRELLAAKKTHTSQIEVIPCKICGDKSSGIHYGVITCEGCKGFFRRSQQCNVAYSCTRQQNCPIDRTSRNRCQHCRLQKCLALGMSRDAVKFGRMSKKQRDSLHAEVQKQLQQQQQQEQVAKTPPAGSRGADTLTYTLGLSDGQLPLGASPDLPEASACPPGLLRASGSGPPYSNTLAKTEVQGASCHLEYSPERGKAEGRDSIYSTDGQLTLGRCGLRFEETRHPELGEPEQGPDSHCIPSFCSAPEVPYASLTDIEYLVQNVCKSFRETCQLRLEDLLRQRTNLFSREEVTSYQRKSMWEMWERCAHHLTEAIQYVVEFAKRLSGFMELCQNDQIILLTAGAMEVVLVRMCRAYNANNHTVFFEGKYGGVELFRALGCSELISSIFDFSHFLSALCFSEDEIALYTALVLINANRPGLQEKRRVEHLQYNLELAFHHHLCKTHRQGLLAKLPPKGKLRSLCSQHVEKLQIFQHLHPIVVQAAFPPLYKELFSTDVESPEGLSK
#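 In this cell-based reporter format, copper sulfate (700 uM final) drives Gal4–ROR gamma fusion expression from a metallothionein promoter in Drosophila Schneider cells; compounds preincubated 1 hr, reporter read after 20 hr at ambient temperature.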
# VP16 counter: Gal4-VP16 reporter inhibition counter-screen. Potency, µM (top dose mostly 53.6 µM), inactives show top-dose activity, negative = inhibition, hits mostly inhibitors. Drosophila S2 Gal4-VP16 UAS-luciferase, luminescence, 20 h. AID 2546. 3.5% of 310,000 active;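 also: Gal4-VP16 expression switched on by copper sulfate through the metallothionein promoter; potency is read from the fitted curve at half-maximal effect; % is scaled to controls: 0 for no effect and ±100 for the full control effect; nearly all actives have a fitted effect of over 50% in size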
# Tb PFK inh: T. brucei PFK enzyme inhibition | Potency, µM (doses to about 57.5 µM), inactives show top-dose activity, negative = inhibition, actives largely listed as inhibitors | 0.17% of 330,000 active | AID 485367 | T. brucei PFK, ADP-Glo luminescence;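 also: potency is read from the fitted curve at half-maximal effect; 0% = uninhibited 1x PFK enzyme wells and -100% = no-enzyme wells; nearly all actives have a fitted effect of over 60% in size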
# Target sequence (O15648 whole entry, looked up): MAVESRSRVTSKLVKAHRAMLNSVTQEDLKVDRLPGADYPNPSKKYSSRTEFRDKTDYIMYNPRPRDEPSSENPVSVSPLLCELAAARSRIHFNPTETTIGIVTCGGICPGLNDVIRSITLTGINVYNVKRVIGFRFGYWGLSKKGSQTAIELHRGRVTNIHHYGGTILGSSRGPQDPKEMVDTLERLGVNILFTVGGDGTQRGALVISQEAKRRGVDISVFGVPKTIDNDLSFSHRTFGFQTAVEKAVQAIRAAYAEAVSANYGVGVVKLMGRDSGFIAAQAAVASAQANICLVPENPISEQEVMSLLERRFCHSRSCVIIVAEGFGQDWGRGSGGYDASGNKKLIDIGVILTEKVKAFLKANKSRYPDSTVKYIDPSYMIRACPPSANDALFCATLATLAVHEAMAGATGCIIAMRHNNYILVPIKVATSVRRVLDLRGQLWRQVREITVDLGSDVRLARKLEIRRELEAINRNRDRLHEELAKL
#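 Luminescent ADP detection (ADP-Glo, two-step: ATP depletion then ADP-to-ATP conversion for luciferase) reported PFK activity after 45 min room-temperature reaction of 1.25 nM enzyme with 0.5 mM F6P and 0.1 mM ATP at pH 8.0.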
# uPA surface inh: inhibitors of cell surface uPA generation. cell surface uPA generation assay, qHTS. Potency, µM (highest dose often 38.3 µM), inactives show at the top dose activity change, negative = inhibition, actives largely listed as inhibitors. 0.31% of 330,000 active. AID 540303; active = well fitted inhibition curve with a large enough effect; inconclusive = small, poorly fitted or top-dose-only effect; inactive = no such curve, though single readings can be large or run the other way; tested in mouse RAW 264.7 cells; also: potency is read from the fitted curve at half-maximal effect; % is scaled to controls: 0 for no effect and ±100 for the full control effect; nearly all actives have a fitted effect of over 55% in size
# Numbers without * were called inactive; u = inconclusive; x = no result given; & = joins results of further samples; [ ] = dose if it differs, or a comment. Unless noted, calls follow the shape of the dose curve; as a rule, active = well fitted curve in the direction sought with a large enough effect; inconclusive = small, poorly fitted or top-dose-only effect, or another doubt; inactive = no such curve, though single readings can be large; an effect the other way counts as inactive or inconclusive.
# Fields – Tb PFK inh	VP16 counter	uPA surface inh	ELG1 genotox	RORg inh	NPC1 promoter act	Rab9 prom act	FBPA coupling cs	Giardia killer	KCNH2 3.1 block	FLuc modulator
- Cc1ccccc1-c1nc2ccccc2c(=O)n1C1CCS(=O)(=O)C1 (stereo not given)
    -0.2%	1.6%[0.365 µM]	2.6%	7.3%	-12.5%	6.4%	-1.9%	1.5	-8.8	-2.8	3.1%
- O=C(CN1C(=O)CC(c2ccccc2)=Nc2ccccc21)NC1CCCCC1
    3.2%	-6.8%	6.6%	1.3%	u	1.6%	-7.6%	1.5	-7.3	-1.1	0.6%
- CCN(CC)C(=O)CSc1nc(O)cc(=O)n1C
    -2.8%	-1.9%	-0.1%	-2.9%	-7.1%	0.2%	0.3%	0.3	-9.0	19.7	-1.0%
- CNC(=S)N(Cc1ccc(OC)cc1)Cc1cc2cccc(C)c2[nH]c1=O
    0.9%	-2.3%	3.8%	-3.4%	28.4%	-7.0%	2.0%	0.0	10.8	3.2	2.1%
- Cc1cc(C)c2nc(N3CCCC(C(=O)NC4CCCC4)C3)sc2c1 (stereo not given)
    0.8%	4.3%	6.3%	7.0%[9.26 µM]	4.3%	29.7%	u	-1.8	20.7	12.7	9.53µM*
- CCn1c(SCC(=O)N2CCN(c3ccccc3)CC2)nnc1-c1ccncc1
    0.8%	-8.8%	x	-1.6%	33.6%	-1.6%	2.8%	1.1	x	x	-0.6%
- COc1ccc(NC(=O)NNC(=O)COc2ccc([N+](=O)[O-])c(C)c2)cc1OC
    -7.1%	-4.6%	1.4%	-1.6%	-16.9%	1.1%	0.1%	x	17.0	x	0.0%
- Cc1ccc(NC(=O)CC(=O)c2ccccc2)cc1C
    11.9%	u	0.3%	u	8.1%	u	3.98µM*	-0.2	7.2	-33.0	15.1µM*
- O=c1cc(N2CCOCC2)c2ccccc2o1
    -0.3%	10.6%	0.0%	3.4%	-13.6%	0.9%	0.8%	-1.5	-0.1	26.5	4.1%
- C#C[C@]1(O)CC[C@H]2[C@@H]3CCc4cc(O)ccc4[C@H]3CC[C@@]21C
    -3.3%	-16.2%&-10.0%&-17.3%	u	4.5%	-11.2%&-29.3%&-21.4%	-3.9%	-3.2%	0.0&2.6	-6.1	14.9	u
- COC(=O)c1ccc(CSc2ccc3nnc(-c4ccc(OC)cc4)n3n2)o1
    0.5%	16.4%[10 µM]	x	9.6%	-24.6%	-6.1%	-5.5%	1.0	x	x	0.6%
- CS/C(=N\S(=O)(=O)c1cccs1)Nc1ccc(Cl)cc1
    4.5%	-8.6%	2.2%	0.3%	24.0%	-1.2%	-10.5%	-0.7	-9.4	-8.4	-10.2%
- COCCCN1C(=O)C(=O)/C(=C(/O)c2ccc3c(c2)OCCO3)C1c1ccc(C(=O)OC)cc1 (stereo not given)
    -9.2%	1.4%	-3.0%	4.6%	8.3%	1.1%	4.1%	10.0	0.9	2.4	6.8%
- COc1ccc(N2CC(C(=O)Nc3ccc(S(=O)(=O)Nc4nccs4)cc3)CC2=O)c(OC)c1 (stereo not given)
    1.7%	x	17.3%	0.5%	x	-3.2%	-5.4%	x	5.6	5.1	4.2%
- COC(=O)C1(C)CCc2cc(OC)ccc2C1=O (stereo not given)
    -4.2%	12.7%	-15.5%	12.3%	-6.9%	7.9%	1.4%	0.4	2.6	15.2	-4.1%
- O=C(CCCN=C1NS(=O)(=O)c2ccccc21)OCC(=O)c1ccc(F)cc1
    -8.4%	x	-5.2%	1.8%	x	2.0%	3.0%	x	-1.3	-3.4	u
- Cc1cccc(Nc2nc3c(s2)CCCC3)c1
    -13.3%	-17.7%	-3.3%	u	-6.1%	u	3.55µM*	4.6	19.9	19.4	4.78µM*
- Oc1c(C=C2N=c3ccccc3=N2)sc(=S)n1C1CCCCC1
    0.0%&-3.9%	-5.0%&0.5%	-3.9%&-2.3%	2.3%&0.3%	-4.8%&-2.8%	-6.7%&-2.9%	-6.6%&-2.4%	2.2&3.2	2.5&4.1	-7.7&12.4	4.9%&1.0%
- COC(=O)c1cc2oc3ccccc3c2n1Cc1ccccn1
    3.3%	-5.5%	0.5%	-2.1%	6.6%	7.4%	1.6%	-7.2	-12.5	9.1	-10.6%
- Clc1ccc(CN2CCCCCCC2)cc1
    -3.1%	-1.8%	2.1%	0.7%	1.6%	0.3%	-3.7%	-0.5	-3.2	-2.1	0.3%
- O=C(CSc1nnc(-c2ccccc2F)n1C1CC1)Nc1ccc2[nH]c(=O)[nH]c2c1
    -8.6%	3.4%	5.4%	-1.5%	12.1%	-3.8%	-6.1%	3.1	-4.7	-1.0	-0.4%
- CCn1c(COc2ccccc2C)nc2ccccc21
    -1.5%	u	-5.6%	u	u	28.1%	25.0%	-2.3	-11.0	14.3	10.7µM*
- O=C(CN1C(=O)c2ccccc2C1=O)Oc1ccc(F)cc1
    -3.3%	2.0%	x	-3.0%	-20.1%	-1.5%	5.0%	2.8	x	x	4.9%
- Cc1ccccc1OCC(=O)NNC(=O)c1ccoc1C
    -0.3%	x	8.9%	3.8%	x	-2.9%	0.8%	x	-2.7	8.0	-3.2%
- O=C(CNC(=O)c1ccco1)NCC(=O)OCc1c(F)cccc1Cl
    -1.1%	-1.5%	-0.7%	2.8%	3.4%	-1.7%	11.2%	-2.5	18.7	-16.2	5.0%
- COc1ccc(OC)c(NC(=O)COC(=O)Cc2ccc(Br)cc2)c1
    -8.3%	9.2%	-6.9%	0.0%	9.2%	-3.4%	-2.9%	0.2	18.7	4.9	1.8%
- CC(CC(=O)N(C)c1c(N)n(Cc2ccccc2)c(=O)[nH]c1=O)c1ccccc1 (stereo not given)
    0.0%	x	1.2%	-1.2%	x	1.6%	1.9%	x	11.4	14.1	-1.6%
- CCc1c(C)n([O-])c2c([n+]1=O)CCC2
    -0.5%	6.3%	-2.2%	-0.2%	-20.7%	-1.2%	0.9%	2.7	-26.9	-21.0	-1.0%
- CC(C)COc1ccc(C(=O)N/N=C/c2ccoc2)cc1
    0.5%	14.1µM*	u	9.9%	17.8µM*	16.0%	17.3%	-1.3	12.0	-19.1	u
- COc1ccc(S(=O)(=O)CCC(=O)NCCc2ccc(Cl)cc2)cc1
    -1.7%	0.5%	x	0.1%	9.1%	-0.2%	-1.7%	4.9	0.4	-11.2	2.7%
- COc1ccc(OC)c(CN(CCN2CCOCC2)C(=O)Nc2ccccc2)c1
    -1.2%	9.3%	2.9%	2.0%	17.6%	-2.2%	-1.6%	1.9	-12.5	12.7	u
- CCCNC(=O)C1(CC2CC(c3ccccc3)=NO2)CCN(C(=O)c2ccccc2)CC1 (stereo not given)
    0.0%	x	-8.0%	3.7%	x	-6.4%	0.3%	x	-17.5	-9.5	-1.1%
- COc1ccc(C2=NS(=O)(=O)N(C)C(C(=O)NCc3ccco3)=C2)cc1OC
    -1.3%	2.9%	-18.2%	-0.1%	30.5%	-0.4%	6.1%	-1.4	-0.6	-3.2	-3.1%
- CC(=O)c1cnc2ncnn2c1C
    -0.5%	-1.4%	-2.6%	-0.9%	-11.8%	0.1%	0.0%	1.7	6.8	4.5	-0.2%
- O=C1CC(=C(c2ccccc2)c2ccccc2)C(=O)N1CCCN1CCN(c2cccc(Cl)c2)CC1
    -2.4%	8.5%	-1.2%	-1.7%	21.2%	2.2%	-3.6%	0.5	14.2	u	4.1%
- CN(C(=O)c1ccc(NC(=O)Cc2ccc(NC(=O)C3CCCN(C(=O)C4CC4)C3)cc2)cc1)C1CC1 (stereo not given)
    -1.4%	x	-6.3%	5.0%	x	-0.3%	0.2%	x	-14.0	12.9	u
- Cc1cccc(OCC(=O)N/N=C/c2sc(=O)n(Cc3cccc(C(=O)O)c3)c2Cl)c1
    -3.8%	-8.6%	0.9%	1.0%	-1.0%	1.4%	0.3%	9.7	16.1	6.3	-6.9%
- C[C@H](CO)N1C[C@H](C)[C@@H](CN(C)S(=O)(=O)c2ccc(F)cc2)Oc2ccc(NC(=O)Cc3cn(C)c4ccccc34)cc2C1=O
    3.9%	x	12.8%	2.5%	x	x	x	x	1.2	3.8	x
- COc1ccc(CNC(=O)c2cc(-c3ccco3)on2)cc1
    0.8%	5.7%	x	3.3%	19.4%	0.5%	8.4%	2.5	-11.3	5.0	-8.6%
- Cc1ccc(C(=O)CN2C(=O)NC3(CCCCC3C)C2=O)s1 (stereo not given)
    0.4%	x	8.1%	-0.6%	x	3.5%	12.2%	x	12.8	13.0	-7.1%
- COc1ccc2c(c1)SCCC2=O
    -1.5%	17.2%	-2.0%	0.6%	-21.8%	-0.4%	-2.3%	2.3	7.0	-2.1	3.2%
- Cc1cccc(Nc2nnc(SCC(=O)Nc3cccnc3Cl)s2)c1
    -5.1%	-5.5%	9.7%	4.6%	-16.1%	5.0%	10.9%	-3.8	7.7	6.5	6.01µM*

# High-throughput results deposited in PubChem by National Center for Advancing Translational Sciences (NCATS).
